High-throughput results deposited in PubChem by Sanford-Burnham Center for Chemical Genomics.
TIM10 inh: growth inhibitors of isogenic TIM10 control yeast, primary screen, counter-screen for tim10-1 yeast inhibitor project, luminescence, uHTS | S. cerevisiae TIM10 strain growth, BacTiter-Glo luminescence, 24 h | inhibition, % at 10 µM | hit rate 1.4% among 330,000 | AID 463195, 2010;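 active = inhibition of 40% or more at the single tested concentration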;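 also: wild-type TIM10 isogenic control strain grown at permissive 25 °C; 0% = DMSO yeast wells and 100% = minimal medium wells without yeast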
APJ agonist: agonists of human apelin receptor APJ, primary screen, CHO-K1 cells, PathHunter beta-arrestin, luminescence; P35414; 0% DMSO wells, 100% apelin; activation, % at 20 µM; hit rate 0.11% among 330,000;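 active = activation more than six SD over the plate average, tested at 20 µM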;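 also: 0% = DMSO alone and 100% = apelin-13 at 10 nM; some results filed as inactive read as strong as hits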
Target sequence (P35414 whole entry, looked up): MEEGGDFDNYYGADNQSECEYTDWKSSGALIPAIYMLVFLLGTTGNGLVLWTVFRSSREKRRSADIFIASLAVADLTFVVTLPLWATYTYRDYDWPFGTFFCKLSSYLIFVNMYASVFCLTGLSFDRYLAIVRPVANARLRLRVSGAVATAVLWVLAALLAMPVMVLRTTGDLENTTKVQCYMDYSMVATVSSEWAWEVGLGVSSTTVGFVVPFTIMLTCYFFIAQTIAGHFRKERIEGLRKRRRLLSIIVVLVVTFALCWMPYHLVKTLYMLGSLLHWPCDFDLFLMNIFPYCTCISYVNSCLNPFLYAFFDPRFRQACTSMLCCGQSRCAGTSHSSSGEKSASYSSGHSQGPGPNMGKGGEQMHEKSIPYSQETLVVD
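Assay system – PathHunter CHO-K1 APJ (AGTRL-1) beta-arrestin reporter cells · Compound – one dose, 20 µM compound, 1% DMSO · Timing – compound 90 min 25 °C, reagent 1 h · Measured by – luminescence from split beta-galactosidase complementation, Galacton Star/Emerald II substrate · Measure – beta-arrestin recruitment to APJ as agonist activity, luminescent signal · Benchmarks – DMSO vs Apelin-13 10 nM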
tim23-1 inh: growth inhibitors of tim23-1 mutant yeast, primary screen, luminescence, uHTS; hit rate 1.3% among 330,000; inhibition, % at 20 µM; S. cerevisiae tim23-1 growth, BacTiter-Glo luminescence, 24 h;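 active = growth inhibition of the mutant yeast at or above 50%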;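 also: temperature-sensitive mutant grown at 25 °C; plate controls were DMSO-treated mutant yeast for no effect and medium wells lacking yeast for full effect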
NR3A LBD binder: binders of NR3A ligand-binding domain, primary screen, biophysical, differential scanning fluorimetry, uHTS. Tm shift relative to glycine control, % at 25 µM. Glutamate receptor ionotropic, NMDA 3A (GRIN3A) ligand-binding domain. hit rate 2.5% among 340,000. NR3A LBD differential scanning fluorimetry, Tm shift; 0% = protein alone, 100% = glycine-bound protein;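 active = melting temperature shift of at least 10% of the positive control shift, at one fixed dose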
MPTP inh: mitochondrial permeability transition pore inhibitors, primary screen, biochemical, isolated mouse mitochondria, absorbance; Ca2+ swelling absorbance, 30 min; inhibition, % at 10 µM; hit rate 1.4% among 360,000;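 active = inhibition of 50% or more, scaled per plate between neutral and stimulator controls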;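 also: 0% = DMSO wells given calcium and 100% = 1 mM EGTA wells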
NLRP3 yeast inh: NALP3 inflammasome inhibitors in reconstituted yeast, primary screen, luminescence, uHTS. AID 2825, 2010. Yeast reconstituted NLRP3/ASC/caspase-1, beta-gal luminescence, 24 h. inhibition, % at 10 µM. hit rate 0.39% among 330,000;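 active = inhibition of 50% or more; inactive = inhibition below 50%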;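 also: plate controls were induced DMSO wells for no effect and uninduced yeast grown without galactose for full effect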
APJ antagonist: antagonists of human apelin receptor APJ, primary screen, CHO-K1 cells, beta-arrestin complementation, luminescence | inhibition, % at 20 µM | AID 2521, 2010 | hit rate 0.32% among 330,000 | P35414;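 active = inhibition above about 40% at 20 µM, limit read from the data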;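 also: cells challenged with 10 nM apelin-13 agonist together with compound; plate controls were apelin-13 plus DMSO wells for no effect and DMSO wells lacking apelin-13 for full effect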
tim10-1 inh: growth inhibitors of tim10-1 mutant yeast, primary screen, luminescence, uHTS; AID 463190, 2010; inhibition, % at 20 µM; S. cerevisiae tim10-1 ts strain growth, BacTiter-Glo, 24 h; hit rate 2.2% among 330,000;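 active = inhibition of at least 40%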;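 also: mutant grown at 25 °C; 0% = DMSO wells with yeast and 100% = wells holding no yeast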
MIN6 prolif: inducers of MIN6 beta-cell proliferation, primary screen, ATP luminescence, uHTS | MIN6 cells proliferation, ATPlite luminescence, 48 h; cells starved in 0.2% serum; 100% = growth in 10% serum | proliferation, % at 10 µM | hit rate 0.29% among 330,000 | AID 2380, 2010;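 active = compounds whose signal lies at least 3.5 SD above the mean of all wells on their plate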;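 also: 0% = DMSO-treated cells in low-serum medium and 100% = 10% serum control; some compounds called inactive have numbers as strong as hits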
* marks the source's active call; other numbers are inactive results.

`O=C(Nc1ccc(S(=O)(=O)N2CCCCC2)cc1)c1ccc(F)cc1` gave TIM10 inh 35, APJ agonist 2, tim23-1 inh 32, NR3A LBD binder -2, MPTP inh 0.5, NLRP3 yeast inh 36, APJ antagonist 9, tim10-1 inh 49* and MIN6 prolif 0.
Screening CCc1nonc1NC(=O)c1oc2ccc(Cl)cc2c1C returned TIM10 inh -15, APJ agonist -1, tim23-1 inh -2, NR3A LBD binder 0, MPTP inh -0.4, NLRP3 yeast inh 21, APJ antagonist 28, tim10-1 inh 17 and MIN6 prolif 6.
Screening CC(=O)c1ccc(OC(=O)C2CC(=O)N(c3cccc(C)c3)C2)cc1 (centres undefined) returned TIM10 inh 10, APJ agonist -3, tim23-1 inh 13, NR3A LBD binder 0, MPTP inh -1.0, NLRP3 yeast inh 7, APJ antagonist -22, tim10-1 inh 20 and MIN6 prolif -3.
`COc1ccc(CCNc2nc(-c3cccnc3)nc3ccccc23)cc1OC` gave TIM10 inh 4, APJ agonist 4, tim23-1 inh 18, NR3A LBD binder -1, MPTP inh -0.1, NLRP3 yeast inh 21, APJ antagonist 14, tim10-1 inh 25 and MIN6 prolif -1.
For O=C(NC(Cc1ccccc1)C(=O)O)/C(=C\c1ccco1)NC(=O)c1ccccc1 (centres undefined) the results were TIM10 inh 7, APJ agonist -4, tim23-1 inh 4, NR3A LBD binder 0, MPTP inh -1.4, NLRP3 yeast inh 15, APJ antagonist 20, tim10-1 inh 6 and MIN6 prolif 0.
CC(C)(C)c1ccc(Oc2ccc(NC(=O)c3ccco3)cn2)cc1 was read as TIM10 inh 20, APJ agonist 5, tim23-1 inh 34, NR3A LBD binder 0, MPTP inh 8.3, NLRP3 yeast inh 41, APJ antagonist -11, tim10-1 inh 12 and MIN6 prolif -3.
`O=C(NC(=S)Nc1ccccc1N1CCOCC1)c1ccc(-c2ccccc2F)o1` gave TIM10 inh 32, APJ agonist -8, tim23-1 inh 32, NR3A LBD binder 4, MPTP inh 0.7, NLRP3 yeast inh 31, APJ antagonist 20, tim10-1 inh 10 and MIN6 prolif -4.
Cc1ccc(CN(C)C(=O)COC(=O)CSc2cc(C)c3ccccc3n2)cc1 was read as TIM10 inh 8, APJ agonist -3, tim23-1 inh 20, NR3A LBD binder 2, MPTP inh -0.9, NLRP3 yeast inh 4, APJ antagonist 12, tim10-1 inh 10 and MIN6 prolif -4.
Screening COc1ccc(C2=NN(C(=O)CSc3nnnn3C)C(c3ccco3)C2)cc1 (centres undefined) returned TIM10 inh 14, APJ agonist -5, tim23-1 inh 10, NR3A LBD binder -1, MPTP inh -0.6, NLRP3 yeast inh 9, APJ antagonist -1, tim10-1 inh 0 and MIN6 prolif 3.
For CSCC[C@H](NC(=O)OC(C)(C)C)C(=O)N1CCC(C(=O)N[C@@H](C)C(=O)O)CC1 the results were TIM10 inh 0, APJ agonist -1, tim23-1 inh 11, NR3A LBD binder 4, MPTP inh 0.0, NLRP3 yeast inh -17, APJ antagonist -9, tim10-1 inh -12 and MIN6 prolif -2.
Screening Cc1ccccc1OCCC(=O)N1CCN(S(=O)(=O)c2ccc(Br)cc2)CC1 returned TIM10 inh -1, APJ agonist -1, tim23-1 inh 23, NR3A LBD binder -1, MPTP inh -0.2, NLRP3 yeast inh 15, APJ antagonist -4, tim10-1 inh 25 and MIN6 prolif -3.
Screening Clc1ccc(-c2nnc(-c3cccc4ccccc34)o2)cc1Cl returned TIM10 inh -15, APJ agonist -8, tim23-1 inh -20, NR3A LBD binder 2, MPTP inh 2.1, NLRP3 yeast inh 11, APJ antagonist -21, tim10-1 inh -7 and MIN6 prolif -1.
Cc1csc(NC(=O)c2ccc(C)c(S(=O)(=O)N3CCCCC3)c2)n1 was read as TIM10 inh 9, APJ agonist -6, tim23-1 inh 26, NR3A LBD binder 0, MPTP inh -0.9, NLRP3 yeast inh 12, APJ antagonist 5, tim10-1 inh 24 and MIN6 prolif -2.
Screening C[C@H](CO)N1C[C@H](C)[C@@H](CN(C)Cc2ccncc2)Oc2c(NS(=O)(=O)c3ccc(Cl)cc3)cccc2C1=O returned TIM10 inh -1, APJ agonist -2, tim23-1 inh 16, NR3A LBD binder -2, MPTP inh -0.8, NLRP3 yeast inh 2, APJ antagonist -13, tim10-1 inh 7 and MIN6 prolif -2.
`CCOC(=O)c1c(-c2ccc(OC)cc2)csc1NC(=O)CSc1ncnc2sccc12` gave TIM10 inh 12, APJ agonist -4, tim23-1 inh 22, NR3A LBD binder -2, MPTP inh 19, NLRP3 yeast inh 20, APJ antagonist 6, tim10-1 inh 17 and MIN6 prolif -4.
COc1ccc(CCC(=O)NCC23CC4CC(CC(C4)C2)C3)cc1 was read as TIM10 inh 27, APJ agonist -2, tim23-1 inh 37, NR3A LBD binder 0, MPTP inh -0.3, NLRP3 yeast inh 23, APJ antagonist 8, tim10-1 inh 32 and MIN6 prolif 0.
Screening COc1ccc(S(=O)(=O)NCCc2cc3ccc(C)c(C)c3[nH]c2=O)cc1 returned TIM10 inh 6, APJ agonist 0, tim23-1 inh 14, NR3A LBD binder -4, MPTP inh 0.9, NLRP3 yeast inh 25, APJ antagonist 9, tim10-1 inh 3 and MIN6 prolif 0.
`Cc1cc(C)c(C(N)=O)c(Nc2cccc3ccccc23)n1` gave TIM10 inh 10, APJ agonist 6, tim23-1 inh 24, NR3A LBD binder -1, MPTP inh -1.3, NLRP3 yeast inh 12, APJ antagonist -16, tim10-1 inh 2 and MIN6 prolif -1.
Screening Cn1ccnc1SCC(=O)N1CCN(S(=O)(=O)c2ccccc2)CC1 returned TIM10 inh 5, APJ agonist -1, tim23-1 inh -7, NR3A LBD binder -2, MPTP inh -0.1, NLRP3 yeast inh 4, APJ antagonist -9, tim10-1 inh 4 and MIN6 prolif -2.
CN1C(=O)C(c2ccccc2[N+](=O)[O-])C(=O)c2ccccc21 (centres undefined) was read as TIM10 inh -9, APJ agonist -3, tim23-1 inh 19, NR3A LBD binder 3, MPTP inh 0.8, NLRP3 yeast inh 14, APJ antagonist 13, tim10-1 inh -2 and MIN6 prolif 2.
For C=CCn1cc(-c2cccc(Cl)c2)cc(C#N)c1=O the results were TIM10 inh 2, APJ agonist -2, tim23-1 inh -14, NR3A LBD binder -5, MPTP inh -3.8, NLRP3 yeast inh 21, APJ antagonist 21, tim10-1 inh 17 and MIN6 prolif -5.
Screening CCOc1ccc(NC(=O)CCS(=O)(=O)c2ccc(C)cc2)cc1 returned TIM10 inh 17, APJ agonist -5, tim23-1 inh 16, NR3A LBD binder -6, MPTP inh 0.2, NLRP3 yeast inh 7, APJ antagonist -3, tim10-1 inh 5 and MIN6 prolif -2.
COc1ccc2oc(C(=O)NCC3CCCO3)c(C)c2c1 (centres undefined) was read as TIM10 inh 4, APJ agonist 2, tim23-1 inh -2, NR3A LBD binder 3, MPTP inh 0.6, NLRP3 yeast inh 20, APJ antagonist -2, tim10-1 inh 7 and MIN6 prolif -2.
Screening CCOC(=O)C1CCN(c2cc(=O)n(C3CCCCC3)c(=O)[nH]2)CC1 returned TIM10 inh -16, APJ agonist -5, tim23-1 inh -2, NR3A LBD binder 2, MPTP inh -2.5, NLRP3 yeast inh 1, APJ antagonist -10, tim10-1 inh 7 and MIN6 prolif -3.
N#CC1=C(N)Oc2n[nH]c(-c3cccs3)c2C1c1ccco1 (centres undefined) was read as TIM10 inh 28, APJ agonist -4, tim23-1 inh 46, NR3A LBD binder -2, MPTP inh -0.7, NLRP3 yeast inh 21, APJ antagonist 8, tim10-1 inh 38 and MIN6 prolif -2.
For CC1S/C(=C(\C#N)C(=O)NCc2ccco2)N(Cc2ccco2)C1=O (centres undefined) the results were TIM10 inh -6, APJ agonist -3, tim23-1 inh -9, NR3A LBD binder 1, MPTP inh -6.8, NLRP3 yeast inh -8, APJ antagonist -3, tim10-1 inh -5 and MIN6 prolif -2.
For COc1ccc(CNc2cc(C)ccn2)c(O)c1 the results were TIM10 inh 6, APJ agonist 0, tim23-1 inh -1, NR3A LBD binder 4, MPTP inh 0.1, NLRP3 yeast inh 22, APJ antagonist 15, tim10-1 inh -4 and MIN6 prolif -4.
Screening Cc1cc(C)c(NC(=O)CSc2nnc(-c3ccccn3)n2N)c(Cl)c1 returned TIM10 inh 14, APJ agonist -2, tim23-1 inh 12, NR3A LBD binder -1, MPTP inh -0.1, NLRP3 yeast inh 14, APJ antagonist 7, tim10-1 inh 9 and MIN6 prolif -3.
`Cc1nc(C(=O)NCc2ccccc2)sc1C1(C)CC(c2ccccc2)=NO1` (centres undefined) gave TIM10 inh -35, APJ agonist -5, tim23-1 inh -12, NR3A LBD binder -15, MPTP inh 0.5, NLRP3 yeast inh 28, APJ antagonist -44, tim10-1 inh -44 and MIN6 prolif -4.
`O=C(CSc1cn(CC(=O)N2CCCCC2)c2ccccc12)NCC1CCCO1` (centres undefined) gave TIM10 inh 4, APJ agonist -1, tim23-1 inh 24, NR3A LBD binder 1, MPTP inh -2.2, NLRP3 yeast inh 2, APJ antagonist 5, tim10-1 inh 19 and MIN6 prolif 0.
For CCCN(CCC)S(=O)(=O)c1ccc(C(=O)OCCN2C(=O)c3cccc4c(N5CCOCC5)ccc(c34)C2=O)cc1 the results were TIM10 inh -28, APJ agonist 0, tim23-1 inh 14, NR3A LBD binder 17*, MPTP inh 3.3, NLRP3 yeast inh 15, APJ antagonist -9, tim10-1 inh 1 and MIN6 prolif -3.
Screening CC1(c2ccccc2)CC(C)(C)N2C(=O)C(=O)c3cccc1c32 (centres undefined) returned TIM10 inh -4, APJ agonist 1, tim23-1 inh 61*, NR3A LBD binder -1, MPTP inh -0.7, NLRP3 yeast inh 3, APJ antagonist 4, tim10-1 inh 38 and MIN6 prolif -6.
Screening CCN(C(=O)CN1CCN(c2ccccc2)CC1)c1c(N)n(Cc2ccccc2)c(=O)[nH]c1=O returned TIM10 inh 11, APJ agonist -2, tim23-1 inh 2, NR3A LBD binder 1, MPTP inh -0.2, NLRP3 yeast inh -3, APJ antagonist -1, tim10-1 inh 12 and MIN6 prolif -2.
Cc1ccc(C)c(N2CCN(C(=O)CCc3nc(-c4ccccc4Br)no3)CC2)c1 was read as TIM10 inh -2, tim23-1 inh 44, NR3A LBD binder 2, MPTP inh 1.0 and tim10-1 inh 22.
Screening CCOC(=O)N1CCN(C(=O)c2cn(CC)c3ccc(S(=O)(=O)N4CCC(C)CC4)cc3c2=O)CC1 returned TIM10 inh 3, APJ agonist 1, tim23-1 inh 11, NR3A LBD binder -7, MPTP inh -0.4, NLRP3 yeast inh 10, APJ antagonist -29, tim10-1 inh 2 and MIN6 prolif -3.

2 compounds drawn at random from those above:
Cc1ccc(C)c(N2CCN(C(=O)CCc3nc(-c4ccccc4Br)no3)CC2)c1 was read as TIM10 inh -2, tim23-1 inh 44, NR3A LBD binder 2, MPTP inh 1.0 and tim10-1 inh 22.
For CCCN(CCC)S(=O)(=O)c1ccc(C(=O)OCCN2C(=O)c3cccc4c(N5CCOCC5)ccc(c34)C2=O)cc1 the results were TIM10 inh -28, APJ agonist 0, tim23-1 inh 14, NR3A LBD binder 17*, MPTP inh 3.3, NLRP3 yeast inh 15, APJ antagonist -9, tim10-1 inh 1 and MIN6 prolif -3.
